Source: PubChem BioAssay
CDK5 p35 inh – inhibitors of human CDK5/p35 kinase; inhibition, % at 10 µM; AID 488839; 330,000 compounds, 0.01% hits; Recombinant CDK5/p35, ADP-Glo luminescence, 60 min;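 active means highest replicate inhibition of at least 50% and at least 75% of replicates reaching 50%; inconclusive means only one of the two criteria met; inactive means both criteria failed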;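 further: plate controls were DMSO neutral control for no effect and GW8510 at 10 µM for full effect; many of its hits are not listed in these tables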
SR-BI HDL uptake – inhibitors of mouse SR-BI mediated HDL lipid uptake; Q61009; ldlA[mSR-BI] CHO cells, DiI-HDL uptake fluorescence, 3 h; inhibition, % at 12.5 µM; 320,000 compounds, 0.96% hits;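 active means mean replicate inhibition of at least 70% and a set share of replicates each scoring 70 or more; inconclusive means meets just one of the two criteria; inactive means fails both criteria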;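 further: 0% = median of neutral control wells and 100% = median of positive control wells; values of inactives mirror those of a sister screen read the other way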
Target sequence (Q61009 whole entry, looked up): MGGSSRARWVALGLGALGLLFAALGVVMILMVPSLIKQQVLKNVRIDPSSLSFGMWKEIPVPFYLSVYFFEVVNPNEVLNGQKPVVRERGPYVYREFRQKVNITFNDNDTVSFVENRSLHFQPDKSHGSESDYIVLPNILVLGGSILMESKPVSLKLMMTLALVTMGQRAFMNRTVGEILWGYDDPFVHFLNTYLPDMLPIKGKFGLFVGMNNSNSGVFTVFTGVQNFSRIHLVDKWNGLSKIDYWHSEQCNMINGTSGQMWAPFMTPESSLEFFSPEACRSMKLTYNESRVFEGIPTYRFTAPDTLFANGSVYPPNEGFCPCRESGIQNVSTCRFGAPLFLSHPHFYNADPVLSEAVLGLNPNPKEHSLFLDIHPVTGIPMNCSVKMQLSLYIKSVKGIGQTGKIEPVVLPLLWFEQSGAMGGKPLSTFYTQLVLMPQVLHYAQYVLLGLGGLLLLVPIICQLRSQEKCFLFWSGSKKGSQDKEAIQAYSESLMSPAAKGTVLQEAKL
Wnt act – activators of Wnt/beta-catenin signaling; Wnt/beta-catenin reporter cell assay, activator, plate reader; activation, % at 9.35 µM; 300,000 compounds, 1.2% hits; in the data active means activation above about 30%, passing the limit was not always enough; inconclusive means no clear call, values can overlap the other calls;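 further: 0% = neutral control wells and 100% = positive control wells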
V-ATPase pH – alters yeast V-ATPase proton transport | S. cerevisiae, pHLuorin cytosolic pH fluorescence | response, % at 10 µM | 350,000 compounds, 0.37% hits; in the data active means response mostly above about 7.3%, no sharp cut-off; inactive means mostly below about 5.4%; further: actives read high; inactives centre near 0; some compounds called inactive have numbers as strong as hits; reference of the scale not given here
dFosB activator – mouse delta FosB homodimer activation; P13346; purified delta FosB, TAMRA-CDK5 oligo fluorescence polarization; percent of positive-control signal above neutral wells; activation, % at 25 µM; 340,000 compounds, 0.99% hits; AID 493131;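 active means mean activation above about 17%, with every replicate also reaching it, limit read from the data, passing the limit was not always enough; inconclusive means only one of the two conditions met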;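 further: fluorescence polarization rise as delta FosB binds a TAMRA Cdk5 AP-1 oligo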
HTR5A inv ag – counter-screen for OPRM1-OPRD1 inverse agonists: human HTR5A inverse agonism; inhibition, % at 9.3 µM; HTR5A cell line, luminescence; 340,000 compounds, 0.083% hits; P47898; in the data active means inhibition mostly above about 23%, no sharp cut-off; inactive means mostly below about 18%;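 further: 0% = cells with DMSO and 100% = no-cell wells with DMSO; some compounds called inactive have numbers as strong as hits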
Target sequence (P47898 whole entry, looked up): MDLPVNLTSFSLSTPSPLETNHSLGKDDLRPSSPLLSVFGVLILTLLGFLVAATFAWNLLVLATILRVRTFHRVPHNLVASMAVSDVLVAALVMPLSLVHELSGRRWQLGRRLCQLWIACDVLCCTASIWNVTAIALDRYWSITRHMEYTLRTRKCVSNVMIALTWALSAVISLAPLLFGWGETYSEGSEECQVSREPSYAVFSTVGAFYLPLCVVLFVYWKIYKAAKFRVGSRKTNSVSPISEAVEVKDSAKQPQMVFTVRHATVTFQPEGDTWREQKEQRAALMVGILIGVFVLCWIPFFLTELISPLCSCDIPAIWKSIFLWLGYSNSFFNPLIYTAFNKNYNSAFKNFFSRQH
MITF TRPM1 HTS – activators of MITF-driven TRPM1 promoter activity in SK-MEL-5 cells. 300,000 compounds, 0.75% hits. SK-MEL-5 TRPM1-promoter luciferase, 24 h; % of positive control, neutral wells = 0. activation, % at 12.5 µM;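 active means mean activation of at least 80% with every replicate also reaching 80%; inconclusive means mean reaches 80% but some replicate falls short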;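 further: 0% = neutral control wells and 100% = parthenolide positive control wells; values of inactives mirror those of a sister screen read the other way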
PvdQ acylase – blocks Pseudomonas aeruginosa PvdQ acylase activity; AID 488965; purified PvdQ acylase, fluorescence plate reader; inhibition, % at 10 µM; 340,000 compounds, 0.063% hits; in the data active means inhibition above about 30%, passing the limit was not always enough; inconclusive means no clear call, values can overlap the other calls;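 further: 0% = vehicle neutral wells and 100% = reference inhibitor wells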
HTR5A ag – counter-screen for OPRM1-OPRD1 agonists: human HTR5A agonism. HTR5A agonist assay, luminescence, cell-based. P47898. AID 504692. activation, % at 9.3 µM. 340,000 compounds, 0.61% hits; in the data active means activation mostly above about 9.5%, no sharp cut-off; inactive means mostly below about 7.6%;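 further: 0% = cells with vehicle only and 100% = reference agonist; strong numbers were not always called active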
NSD2 HMT inh – blocks human histone methyltransferase NSD2; O96028; NSD2 peptide methylation, AlphaScreen, 120 min; inhibition, % at 12.5 µM; 310,000 compounds, 0.54% hits; AID 743445; in the data active means inhibition above about 50%
* hit, by the source's call; ? = inconclusive; nt = not tested or not shown.

SMILES	CDK5 p35 inh	SR-BI HDL uptake	Wnt act	V-ATPase pH	dFosB activator	HTR5A inv ag	MITF TRPM1 HTS	PvdQ acylase	HTR5A ag	NSD2 HMT inh
COc1ccc(/C(O)=C2/C(=O)C(=O)N(c3ccccn3)C2c2ccc(OC)c(OC)c2)cc1 (centres undefined)	-0.8	-13	1	4	3	8	nt	-13	2	0
Cc1cc(-c2nnc(CCC(=O)N(CC3CCC3)CC3CCCO3)o2)no1 (centres undefined)	0.0	16	-1	-1	1	12	32	-16	-4	2
COc1ccc(OC)c(Nc2ccc(Nc3cc(OC)ccc3OC)nn2)c1	1.9	86*	-6	8	-5	-9	22	9	-3	7
COc1ccc(Cl)cc1NC(=O)CN(C)C(=O)c1cc2ccccc2cc1OC	-1.7	37	-4	-4	-2	10	-13	1	2	4
CCCCOc1cccc(C2C(C(=O)c3ccc(C)o3)=C(O)C(=O)N2Cc2ccco2)c1 (centres undefined)	-1.8	-24	-1	0	-7	-47	-5	-15	13*	3
NC(=N\N=Cc1ccco1)/C(N)=N/N=Cc1ccco1	-0.9	-2	-3	1	-7	3	26	-5	-1	1
COC(=O)c1cc(S(=O)(=O)NCc2ccc(S(N)(=O)=O)cc2)oc1C	0.7	11	0	-10	-4	8	-11	-13	4	-13
O=C(c1ccccc1)c1ccc2ccccc2c1	-0.9	nt	5	-1	-5	0	61	-10	0	-1
CCOCCn1c(=NC(=O)/C=C/c2ccccc2Cl)sc2cc(NC(C)=O)ccc21	0.4	71*	-6	-19	-7	11	-9	9	1	-3
CCc1ccc(-c2nc(CS(=O)CC(=O)NCc3ccco3)c(C)o2)cc1 (centres undefined)	0.1	11	0	-4	-12	12	-35	-7	-1	-1
O=C(CSc1nnc(NC(=O)c2c(F)cccc2F)s1)NCc1ccco1	-4.3	-21	2	6	0	-1	8	-17	0	2
Cc1ccc(CNCC(O)(c2ccccc2)c2ccc(Cl)cc2)cc1 (centres undefined)	-6.1	-32	-10	1	1	-4	2	-2	2	1
CN1CCN(S(=O)(=O)c2cccc(C(=O)Nc3cc(C(F)(F)F)ccc3N3CCCC3)c2)CC1	0.3	10	1	-2	-16	-1	4	-10	-1	2
O=C(NC(C(=O)N/N=C/c1ccccc1)c1n[nH]c(=O)c2ccccc12)c1ccccc1 (centres undefined)	-2.3	9	-5	5	-1	6	8	-14	-2	1
Cc1cc(C)cc(N2C(=O)C3CCCN3C2=S)c1 (centres undefined)	-0.5	-13	1	-2	1	12	nt	-18	-3	-3
Cc1ccc(OCC(=O)Nc2cccc(S(=O)(=O)N3CCOCC3)c2)c([N+](=O)[O-])n1	-1.3	-6	-2	0	-3	-3	-2	2	7	-1
Cc1ccc(C)c(-n2c(N)c(C(N)=O)sc2=S)c1	2.0	-18	nt	-1	4	-16	-6	-11	-1	2
COc1ccc(Br)cc1CNC(=O)C1CCN(c2nnc(N3CCCC3=O)s2)CC1	0.7	32	0	-1	43*	-5	-2	-6	-2	-6
COc1ccc(C(=O)O/N=C(\C)c2cnccn2)cc1	2.8	-15	0	1	-11	-9	10	9	3	nt
Cc1cccc(Nc2nc(NCCO)nc(N3CCCC3)n2)c1	0.3	27	0	-5	3	-17	18	-1	3	nt
O=C(NCCCc1ccccc1)c1cccc([N+](=O)[O-])c1	-0.2	13	2	-2	-3	-14	3	13	5	19
Cc1cc(-c2nnc(CCC(=O)N3CCN(Cc4cccnc4)CC3)o2)c(C)o1	1.2	-5	-2	2	-8	8	3	14	4	3
COc1ccc(Cc2nnc(NC(=O)Nc3ccc(F)cc3)s2)cc1OC	-5.0	25	-1	2	-5	-15	1	-2	4	-2
CC(=O)N(c1ccc2oc(=O)sc2c1)S(=O)(=O)c1ccccc1	0.6	12	nt	-4	1	14	17	-11	-3	-3
Cc1cc(C)nc(NC(=O)c2ccc(Cl)c(Cl)c2)n1	0.8	0	nt	0	-2	0	7	-1	0	1

Carrying on.
SMILES	CDK5 p35 inh	SR-BI HDL uptake	Wnt act	V-ATPase pH	dFosB activator	HTR5A inv ag	MITF TRPM1 HTS	PvdQ acylase	HTR5A ag	NSD2 HMT inh
COC(=O)CSc1nnc(SCc2ccccc2)s1	-2.8	-7	nt	-3	-3	-17	5	-9	7	-15
COc1cccc(/C=C2/SC(=S)N(CCC(=O)N3CCOCC3)C2=O)c1	-0.4	nt	-7	2	13	-1	10	-13	-2	-2
Nc1ccc2c(c1)ncn2CCCn1cnc2cc(N)ccc21	1.4	-10	-5	-2	2	-11	0	-8	4	8
CC1(c2ccccc2Cl)NC(=O)N(CC(=O)Nc2cccnc2Cl)C1=O (centres undefined)	0.7	9	2	-1	0	-1	-24	2	0	0
C/C(=N\NC(=O)c1c(Cl)c(C)nn1C)c1cccc(NC(=O)C2CCCC2)c1	-0.5	34	2	-2	-18	-15	4	-10	4	0
CC(=O)OCC(=O)C1(O)CCC2C3CCC4=CC(=O)C=CC4(C)C3C(O)CC21C (centres undefined)	0.2	-18	3	-7	0	nt	nt	-1	nt	5
COc1ccc(Cl)cc1C(=O)NC(C)C	-0.6	-29	-1	-2	-2	0	7	-4	0	-2
Cc1ccc(C(=O)NCC2CCCO2)cc1N1CCCC1=O (centres undefined)	-0.8	-11	nt	-3	5	-44	9	-11	3	0
CC(=O)Nc1ccc(NC(=O)CSc2ccc([N+](=O)[O-])cn2)cc1	-1.1	nt	-3	-2	6	1	11	-3	-4	-3
Cc1cc(C)nc(N2CCCC(C(=O)Nc3cc(F)ccc3C)C2)n1 (centres undefined)	-3.0	0	nt	4	-8	-6	-7	-12	0	-1
CCOc1cc(/C=N/OC(C)=O)ccc1OCc1ccccc1	-1.2	-2	1	-2	3	23	10	-7	5	-4
Cn1c(=O)cc(OCC(=O)NCCc2ccc(Cl)cc2)c2ccccc21	-1.9	29	3	2	-6	8	2	-8	-3	-2
CC(=O)Oc1ccccc1C(=O)Nc1ccccc1	-0.5	8	12	1	2	-19	42	-7	1	nt
CCN(CC)S(=O)(=O)c1cc(C)c(C)cc1Br	-1.1	-4	nt	2	1	-9	-4	-5	-2	-1
Cc1[nH]c2ccccc2c1/C=N/Nc1cccc(C(=O)O)c1	0.5	7	11	-1	-2	9	13	-7	-3	3
CC1CCN(c2ccc3nnc(CCC(=O)Nc4ccc(F)cc4)n3n2)CC1	0.9	-20	-3	5	-12	20	0	-10	-5	0
Cc1cccc(-c2cnn(-c3ccccc3)c2N)c1	4.1	34	24	-2	1	-4	?	-12	1	0
COC(=O)c1sc(N2CCN(Cc3ccccc3)CC2)nc1N	1.4	-13	3	-4	-4	-10	29	1	3	0
O=C(NC(c1ccccc1)c1ccccc1)c1ccccc1	-1.9	0	-6	-1	-6	9	-6	5	-2	nt
CCCn1c(=S)[nH]c2cc(C(=O)N(CCO)Cc3ccccc3)ccc2c1=O	-0.1	-6	-3	-2	-11	-3	0	-9	1	3
CCCCN1C(=O)C2C(C(=O)Nc3cccc(OC)c3)C3C=CC2(O3)C1C(=O)NC1CCCCC1C (centres undefined)	0.0	-10	-2	-5	-12	-14	6	1	-4	-4
O=C(NCCN1CCOCC1)C1CC(=O)N(c2ccc(Cl)cc2)C1 (centres undefined)	-2.3	nt	0	1	1	-7	-2	-12	3	-2
C=CCn1c(SCc2cc(=O)n3ccsc3n2)nc2scc(C3CC3)c2c1=O	1.2	30	-1	4	-2	9	8	-19	-2	nt
Cc1ccc(CC2CC(=O)N(c3ccncc3)C2=O)cc1 (centres undefined)	-0.4	-16	3	0	8	13	-1	-2	3	-4
OCC#CCSc1nnc(-c2cccc3ccccc23)o1	0.1	1	4	-1	-7	-4	16	6	3	nt

(list continues)
SMILES	CDK5 p35 inh	SR-BI HDL uptake	Wnt act	V-ATPase pH	dFosB activator	HTR5A inv ag	MITF TRPM1 HTS	PvdQ acylase	HTR5A ag	NSD2 HMT inh
COc1ccc(-c2ccc(=O)n(Cc3c(F)cccc3Cl)n2)cc1	1.3	8	1	6	-15	-15	39	3	4	-4
O=C(CN1C(=O)/C(=C/c2cccc(Br)c2)SC1=S)NCCCN1CCOCC1	0.4	2	11	2	-5	2	15	-14	-3	0
COc1ccc(NS(=O)(=O)c2ccc3nc(COc4ccc(Cl)c(C)c4)[nH]c3c2)cc1	0.2	7	nt	-3	-3	1	-3	7	0	-1
Cc1cc(S(=O)(=O)NCC(C)C)ccc1OCC(=O)NCc1ccco1	0.5	19	0	1	-3	-7	-4	-10	1	-2
CCN(CC)c1ncnc2c1[nH]c1ccccc12	1.3	18	-2	-2	5	8	-25	-16	-3	-2
O=C(c1sc2ccccc2c1Cl)N1CCN(c2ccccc2F)CC1	-0.3	nt	nt	1	-2	-6	4	-10	2	-1
Cc1ccnc(Nc2nc3ccccc3s2)n1	-0.3	2	12	1	-5	-5	-2	4	2	-13
O=C(OCc1c(Cl)nc2sccn12)c1cc2c(s1)CCCC2	-0.3	-4	nt	-8	-2	16	2	-12	2	1
Cc1[nH]nc(-c2ccc(O)cc2O)c1-c1nc2ccccc2s1	-1.4	-5	4	-7	-10	-10	-20	8	4	11
Cc1ccc(-c2noc(C3CCCN(C(=O)c4ccc(Cl)cc4)C3)n2)o1 (centres undefined)	0.4	11	17	-1	-8	-19	10	0	7	1
CCC(C)Sc1nc(C)nc2c1c(=O)n(C)c(=O)n2C (centres undefined)	-1.4	-4	-1	0	-8	15	nt	-9	-2	nt
Cc1onc(-c2c(Cl)cccc2Cl)c1C(=O)N1C=CC(C(F)(F)F)=NCC1	-0.9	-17	nt	2	-4	-18	nt	-18	-1	nt
CSc1nsc2nc(=O)c(/C=C3\C=Nc4ccccc43)c(N)n12	-0.7	6	15	4	3	1	35	-13	0	19
COc1ccc(-n2c(SCC(=O)N3CCOCC3)nc(O)cc2=O)cc1	0.7	-27	-2	0	1	13	-8	-16	-3	2
C/C(CCc1ccco1)=N\NC(=O)CNc1c(Br)cc(Br)cc1Br	-2.6	13	-1	-3	-8	4	-6	-12	-1	4
Cc1ccc(-c2cc(NC(=O)c3ccccc3)on2)cc1	10	-3	34*	-1	-5	-17	75	6	5	-2
COc1cc(C2C(C#N)=C(N)Oc3n[nH]c(C)c32)ccc1OC(=O)c1ccccc1 (centres undefined)	-1.5	-20	nt	-1	5	-23	-6	-15	9	0
N#Cc1cccc(NC(=O)CSc2n[nH]c(=O)[nH]c2=O)c1	1.7	nt	7	-5	6	-25	-5	0	-1	-13
Cc1sc2ccccc2[n+]1CC(=O)O	-1.4	nt	0	-4	0	-1	7	-4	2	nt
COc1ccc(C)cc1NC(=O)CSc1nnnn1Cc1ccccc1	-1.2	25	44*	2	-9	-7	-5	11	1	-5
Cc1cc(N2CCN(c3ccccc3)CC2)n2c(n1)nc1ccccc12	0.1	11	nt	1	-1	-8	21	21	-1	-5
COc1ccc(-c2nnc(SCC(=O)Nc3sc4c(c3C#N)CCCC4)n2-c2ccccc2)cc1	0.2	34	1	0	5	-6	-11	-3	11	-1
CCOC(=O)N1CCN(C(=O)c2ccc3nc4ccc(Cl)cc4c(=O)n3c2)CC1	1.4	-25	nt	-1	-7	2	-15	-12	0	-2
COc1ccc(NC(=O)c2ccc(CNc3c(N4CCCC4)c(=O)c3=O)cc2)cc1Cl	0.8	35	7	3	-6	-8	-1	10	3	1
